# TDP1 block = inhibitors of human tyrosyl-DNA phosphodiesterase TDP1. Q9NUW8. recombinant TDP1, AlphaScreen DNA substrate cleavage. Potency, µM (top dose mostly 130 µM), for inactives: at the highest dose activity change, negative = inhibition, hits mostly inhibitors. 0.28% of 350,000 active; also: nearly all actives have a fitted effect of over 40% in size
# Target sequence (Q9NUW8 whole entry, looked up): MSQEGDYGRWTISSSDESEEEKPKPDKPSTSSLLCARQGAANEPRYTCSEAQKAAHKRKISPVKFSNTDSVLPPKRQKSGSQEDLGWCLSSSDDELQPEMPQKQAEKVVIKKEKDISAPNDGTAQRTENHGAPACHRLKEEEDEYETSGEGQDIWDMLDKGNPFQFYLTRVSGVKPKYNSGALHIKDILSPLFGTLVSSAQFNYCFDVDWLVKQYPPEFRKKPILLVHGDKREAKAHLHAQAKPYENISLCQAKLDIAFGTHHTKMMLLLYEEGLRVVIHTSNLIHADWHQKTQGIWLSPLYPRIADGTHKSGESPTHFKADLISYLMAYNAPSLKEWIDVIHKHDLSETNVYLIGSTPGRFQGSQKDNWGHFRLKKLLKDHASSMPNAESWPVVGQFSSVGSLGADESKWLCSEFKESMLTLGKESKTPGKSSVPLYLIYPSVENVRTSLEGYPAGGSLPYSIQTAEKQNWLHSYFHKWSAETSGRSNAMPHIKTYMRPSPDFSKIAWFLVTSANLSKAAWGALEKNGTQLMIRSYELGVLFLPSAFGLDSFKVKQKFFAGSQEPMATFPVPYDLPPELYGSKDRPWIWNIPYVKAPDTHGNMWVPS
#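 Signal: AlphaScreen proximity between streptavidin donor and anti-FITC acceptor beads on intact substrate. Reaction: Tdp1 1 nM, substrate 15 nM final, 5 min RT after 15 min compound preincubation.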
# N370S GC = inhibits or activates N370S mutant glucocerebrosidase. 0.092% of 330,000 active. Potency, µM (titrated, usually from 59.4 µM), for the others: top-dose activity change, negative = inhibition, usual class: inhibitors. N370S GC spleen homogenate, 4MU-glucoside fluorescence. AID 2101;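 also: 0% = full enzyme activity and -100% = no enzyme basal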
# TDP1 cell noCPT = qHTS for Inhibitors of human tyrosyl-DNA phosphodiesterase 1 (TDP1): qHTS in cells in absence of CPT; 15% of 420,000 active; Potency, µM (highest dose often 46.2 µM), for inactives: at the top dose activity change, negative = growth inhibition, most hits filed as inhibitors; DT40 Tdp1-/- hTDP1 cells, no CPT, ATP luminescence, 48 h; also: nearly all actives have a fitted effect of over 55% in size
#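 Readout: luminescence from CellTiter-Glo after 30 min in the dark at RT. Cells: DT40 Tdp1-/- with stable hTDP1, 400/well. Exposure: compounds alone, ≥48 hr, 37 °C.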
# Starred values were filed as active, the others as inactive; ? = inconclusive; · = no result given; & = joins results of further samples; [ ] = remark or other dose. Calls follow the shape of the dose curve; as a rule, active = well fitted curve in the direction sought with a large enough effect; inconclusive = small, poorly fitted or top-dose-only effect, or another doubt; inactive = no such curve, though single readings can be large; an effect the other way counts as inactive or inconclusive. Unless noted, % is scaled to controls: 0 for no effect and ±100 for the full control effect; potency is read from the fitted curve at half-maximal effect.
SMILES,TDP1 block,N370S GC,TDP1 cell noCPT
COc1ccc(NC(=O)C2CCCN(c3c4c(nc5ncnn35)CCC4)C2)cc1OC (stereo not given),2%,4%,?
CCc1ccc(NC(=O)Nc2ccncc2)cc1,-4%,-22%,?
CCCn1nnnc1NC(=O)c1cc(Br)ccc1OC,0%,0%,19%
CCCC(C(=O)NC(C)(C)CC)N(CC1CCCO1)C(=O)CNS(=O)(=O)c1ccc(F)cc1 (stereo not given),·,-2%,-13%
Cc1cc(N/N=C/c2ccc(Cl)cc2Cl)nc(NCc2ccccc2)n1,-8%,3%,7.3µM*
COc1ccc(N2C(=O)CC(Sc3nnc(-c4ccccc4F)n3C)C2=O)cc1 (stereo not given),-8%,-5%,5.2µM*
COc1ccc(NC(=O)NC2COc3ccccc3C2)c(OC)c1 (stereo not given),5%,·,-5%
Cc1cc(C)nc(SCc2nnc(SCC(=O)N3CCCc4ccccc43)n2C)n1,-2%,-23%,-7%
Cc1cc(NC(=O)N(C)CCc2c(C)nn(C)c2C)ccc1Br,-4%,·,?
CSc1ccc(CN(C)CC(=O)NCCc2ccccc2)cc1,-1%,-11%,-22%
COC(=O)C1(C)NC(c2ccccc2OC)C2C(=O)N(c3ccccc3)C(=O)C21 (stereo not given),3%,2%,9%
CCOc1ccc(CN(C)C(=O)c2cccc(S(=O)(=O)N3CCCC3)c2)cc1OC,-4%,·,-22%
COc1cc(CC(=O)OCC(=O)Nc2ccc(N(C)C)cc2)cc(OC)c1OC,3%,·,0%
CC1(C)CC(N2CCN(c3ccccc3)CC2)=CC(=[N+]2CCCC2)C1,7%,-4%,0.23µM*
Cc1ccc(N2CCCC2=O)cc1S(=O)(=O)N1CCOCC1,2%,2%,1%
CS(=O)(=O)Cc1nc2ccccc2oc1=O,·,4%,6.5µM*
O=C(Nc1ccccc1C(=O)OCC(=O)c1c[nH]c2ccccc12)c1ccco1,8%,0%,?
COc1ccc2[nH]cc(CCNc3cc(-c4cccnc4)ncn3)c2c1,·,4%,-25%
COc1cccc(CN2CCN(C(=O)c3ccc(-c4ccccc4)cc3)CC2)c1,5%,-9%,?
COc1ccc(NC(=O)c2cc3nc(-c4ccc(C)c(C)c4)cc(C(F)(F)F)n3n2)cc1,-2%,·,?
O=C1C(NS(=O)(=O)c2ccc(Br)cc2)=C(N2CCCCC2)C(=O)c2ccccc21,15%,?,18µM*
O=C1[O][Bi][O]c2ccccc21,35µM*,·,9%
O=C1CCCN2N=C(SCC(=O)Nc3nc4ccccc4s3)SC2=N1,-3%,-9%,0%
COC(=O)C1=C(C)NC(C)=C(C(=O)OC)C1C(=O)OC(C)C(=O)c1ccccc1 (stereo not given),0%&4%,-12%,?
Cc1cc(C(=O)NCCC2=CCCCC2)no1,5%,-14%,-39%

# The list goes on (7 carried over from the part before).
SMILES,TDP1 block,N370S GC,TDP1 cell noCPT
COc1cccc(CN2CCN(C(=O)c3ccc(-c4ccccc4)cc3)CC2)c1,5%,-9%,?
COc1ccc(NC(=O)c2cc3nc(-c4ccc(C)c(C)c4)cc(C(F)(F)F)n3n2)cc1,-2%,·,?
O=C1C(NS(=O)(=O)c2ccc(Br)cc2)=C(N2CCCCC2)C(=O)c2ccccc21,15%,?,18µM*
O=C1[O][Bi][O]c2ccccc21,35µM*,·,9%
O=C1CCCN2N=C(SCC(=O)Nc3nc4ccccc4s3)SC2=N1,-3%,-9%,0%
COC(=O)C1=C(C)NC(C)=C(C(=O)OC)C1C(=O)OC(C)C(=O)c1ccccc1 (stereo not given),0%&4%,-12%,?
Cc1cc(C(=O)NCCC2=CCCCC2)no1,5%,-14%,-39%
CCOC(=O)Cn1cnc2sc(C(=O)OC)c(C)c2c1=O,3%,2%,-18%
CCOc1cc(NC(=O)C2CC2)c(OCC)cc1NC(=O)c1cc(OC)c(OC)c(OC)c1,14%,-3%,-20%
CCCCn1c(C)csc1=Nc1cccnc1,3%,-2%,?
Cc1ccc(-c2cn3c(n2)sc2cc(C(=O)NCc4cccs4)ccc23)cc1,1%,·,21µM*
O=C(CCC1CCN(C(=O)c2cc(C(F)(F)F)ccc2Cl)CC1)NC1CC1,5%,-6%,-20%
CC(=O)Oc1ccc(C(=O)[C@H]2[C@H]3C(=O)N(c4ccc5ccccc5c4)C(=O)[C@H]3[C@@H]3C=CC=NN32)cc1,1%,-7%,?
COc1ccc2oc(=O)cc(CN3CCOCC3)c2c1,·,1%,12%
Cc1ccc(C2C(C#N)=C(N)Oc3n[nH]c(-c4cccs4)c32)cc1 (stereo not given),-1%[56.1 µM],10%,-10%
O=C(COc1ccccc1-c1ccccc1)NCc1ccco1,-3%,25%,-26%
CCn1c(CCNC(=O)c2cccs2)nnc1SCC(=O)NC1CCCCC1,2%,-5%,-6%
Cc1cc(C)n2nc[n+](C)c2n1,1%,5%,1%
COc1ccc(-c2csc(=NCCO)n2-c2ccccc2)cc1,·,-3%,18µM*
CCCCN(C)Cc1cc(=O)oc2ccc3ccccc3c12,·,-2%,-23%
O=C(Oc1ccc(OC(=O)N2CCCCC2)cc1)N1CCCCC1,1%,-2%,·
COc1cccc(C2=NS(=O)(=O)N(C)C(C(=O)Nc3cccc(O)c3)=C2)c1,14%,·,16µM*
Cc1ccccc1OC(C)C(=O)Nc1ccc(S(=O)(=O)N2CCCC2)cc1 (stereo not given),2%,-8%,?
Cc1noc(C)c1CS(=O)(=O)c1ccc(Br)cc1,·,5%,?
Cc1c(C#N)c(O)n(CCO)c(=O)c1N=Nc1ccccc1,·,-8%,-23%
O=c1cc(O)nc[nH]1,·,-11%,11%
Cc1nn(C)cc1S(=O)(=O)Nc1ccc(F)c(F)c1,4%,-3%,2%
CCC(CCC(=O)Nc1ccn(-c2ccccc2)n1)C(=O)O (stereo not given),12%,12%,0%
COc1ccc(OC(=O)c2cn(C)nc2C(F)(F)F)cc1,3%,-9%,-28%
CCOc1ccc(CCNC(=O)c2cccc(-n3cnnn3)c2)cc1OCC,-1%,·,?
O=C(O)CC12C[C@H]3C[C@@H](C1)CC(n1ncc(N4CCN(c5ccccc5)CC4)c(Cl)c1=O)(C3)C2,-1%,8%,-25%
Cn1c2ccc(F)cc2c2nc3ccccc3nc21,4%,1%,?

# Additional results:
SMILES,TDP1 block,N370S GC,TDP1 cell noCPT
NS(=O)(=O)c1ccc(CCNC(=O)COC(=O)/C=C/c2cc(Br)ccc2F)cc1,-3%,·,?
Cn1c(SCC(=O)N2CCOCC2)ncc(C(=O)Nc2ccc(F)cc2)c1=O,0%,·,?
CC1CCc2nc3ccc(S(=O)(=O)N4CCC(C(=O)N5CCCCCC5)CC4)cc3c(C(=O)O)c2C1 (stereo not given),2%,-2%,14%
COc1ccc(OCC(=O)OCC(=O)Nc2ccc3[nH]c(=O)[nH]c3c2)cc1,0%,·,9%
CCCC(=O)Nc1cc2c(cc1C(=O)c1ccccc1)OCCO2,5%,-21%,?
Cc1ccc(SCC2(O)CCN(S(=O)(=O)c3ccc(Cl)cc3)CC2)cc1,2%,-10%,?
CC(C)c1cnc2c(c1SCC(=O)NCc1ccccc1Cl)c(=O)n(C)c(=O)n2C,3%,·,-20%
CCOc1ccc(CCNC(=O)c2cc3cc4cc(OC)ccc4nc3s2)cc1OCC,0%,·,?
COc1ccccc1C(C(=O)NCc1ccc(F)cc1)N(C(=O)c1csnn1)C1CC1 (stereo not given),1%[0.0935 µM],-8%,?
CCCCC(CC)C(=O)Nc1ccc(S(=O)(=O)N2CCCC2)cc1 (stereo not given),·,-7%,-25%
CCc1ccc(OCC(=O)NNC(=O)C2CCC2)cc1,-6%[0.505 µM],-11%,-19%
Cc1ccoc1C(=O)N1CCCC(CCC(=O)N2CCN(c3ccccn3)CC2)C1 (stereo not given),6%,7%,23µM*
CN(C(=O)c1cc2c(s1)-c1ccc(Cl)cc1SC2)c1cccc(C(F)(F)F)c1,0%,·,16µM*
COc1cc(OC)c(C(=O)NCCCN2CCOCC2)cc1OC,-3%,6%,9%
O=C(NC(=S)NCc1cccnc1)c1ccc([N+](=O)[O-])cc1,0%,?,-10%
O=C(Cn1nnc(-c2cccs2)n1)NNC(=O)c1ccccc1Cl,·,4%,-14%
CSc1ccc(/C=C/C(=O)OCC(=O)NC(C)C)cc1,8%,8%,?
Cc1ccc(C)n1-c1nnc(N2CCCC(C(=O)NCc3ccc(Cl)cc3)C2)s1 (stereo not given),8%,·,9.2µM*
O=S(=O)(c1cccc(F)c1)N1CCN(Cc2ccc3c(c2)OCO3)CC1,4%,-4%,-22%
COc1ccc(NC(=O)C/C(C)=N/NC(=O)c2cnccn2)cc1Cl,2%,-13%,2%
CC(C)NCCOCCOc1ccc(Cl)cc1Br,-4%,0%,?
COc1ccc(S(=O)(=O)N2CCCCC2)cc1NC(=O)c1cccs1,0%,-5%,4%
Cc1cc(C)c(NC(=O)CCCOC(=O)C2=COCCO2)c(C)c1,2%,4%,-50%
C[C@H](CO)N1C[C@H](C)[C@@H](CN(C)CC2CCCCC2)Oc2c(NS(=O)(=O)c3cn(C)cn3)cccc2C1=O,2%,·,-16%
Cc1ccc(-c2nnn(CC(=O)N(Cc3cccs3)C(C(=O)NC(C)(C)C)c3ccco3)n2)o1 (stereo not given),6%,6%,?

# Compound profiles, as listed above.
# Record of `C[C@H](CO)N1C[C@H](C)[C@@H](CN(C)CC2CCCCC2)Oc2c(NS(=O)(=O)c3cn(C)cn3)cccc2C1=O` : TDP1 block = 2%; N370S GC = ·; TDP1 cell noCPT = -16%
# Record of `COc1ccc(OCC(=O)OCC(=O)Nc2ccc3[nH]c(=O)[nH]c3c2)cc1` : TDP1 block = 0%; N370S GC = ·; TDP1 cell noCPT = 9%

# The results go on.
SMILES,TDP1 block,N370S GC,TDP1 cell noCPT
CC/C(=N\Nc1ccc([N+](=O)[O-])cc1[N+](=O)[O-])c1ccc(O)cc1,·,-4%,?
COc1cc(CNCCc2ccc(F)cc2)ccc1OCc1ccc(Cl)nc1,-2%,?,21µM*
O=C(O)CSCC(=O)N1CCN(S(=O)(=O)c2ccccc2)CC1,10%,3%,-2%
COCCn1c(C)cc(C(=O)COC(=O)c2cccnc2SC)c1C,7%,·,16µM*
Cc1ccc(-c2nc(CS(=O)CC(=O)O)c(C)o2)cc1 (stereo not given),3%,·,?
COc1ccc(/C=N/NC(=O)c2cc[n+]([O-])cc2)cc1,0%,-5%,-4%
O=S(=O)(c1ccc(F)cc1)N1CCN(C(=S)NCc2ccco2)CC1,7%,-8%,-27%
CCOc1cccc(CN2CCCC(C(=O)Nc3ccc(-c4ccn[nH]4)cc3)C2)c1O (stereo not given),5%,-1%,-1%
COc1ccc(/C=C/C(=O)c2cc(Br)ccc(=O)c2O)cc1,11%,-9%,21µM*
CCC(Sc1nnc2c3ccccc3n(CC)c2n1)C(=O)Nc1nnc(C(C)C)s1 (stereo not given),-1%,·,?
COc1ccc(C(=O)Nc2ccc3oc(-c4ccc5ccccc5c4)nc3c2)cc1Br,2%[12.3 µM],·,18µM*
COc1ccccc1NC(=O)Cc1nnc(SCC(=O)c2ccccc2)n1C,9%,-8%,0%
O=C(c1ccccc1CCc1ccccc1)N1CCOCC1,0%,4%,0%
CN1/C(=C\C(=O)COC(=O)C2COc3ccccc3O2)C(C)(C)c2ccccc21 (stereo not given),1%,11%,?
O=C(C[n+]1cccc2ccccc21)c1ccc(Cl)cc1,·,-2%,-13%
Cc1cccc(NC(=O)CCNS(=O)(=O)c2cccc3nsnc23)c1,1%,0%,0%
Cc1ccc(NC(=O)CSc2nc(-c3ccco3)nc3cc(=O)[nH]n23)c(Cl)c1,50µM*,-14%,11%
N#C/C(=C\c1c(N2CCCCC2)nc2ccccn2c1=O)S(=O)(=O)c1ccccc1,5%,?,?
Nc1nccnc1C(=O)N/N=C/c1ccco1,-4%,2%,-9%
COc1ccccc1CNc1ccc(-c2nc(-c3cccc(C)c3)no2)cc1[N+](=O)[O-],9%,·,-15%
COc1cc(/C=C(/C#N)c2nc3ccccc3c(=O)[nH]2)ccc1O,-5%,4%,-24%
O=C(O)C1c2ccccc2C(=O)N(Cc2ccc(F)cc2)C1c1ccncc1 (stereo not given),-1%,-4%,-19%
CCOC(=O)c1sc(=S)n(CC)c1N,-2%,-3%,?
O=C(CSc1ccc2ccccc2n1)Nc1nsc(-c2ccc(Cl)cc2)n1,-3%&-3%,?,?
N#Cc1cccnc1N1CCN(C(=O)c2cccc3c2C(=O)c2ccc(-c4ccc(Cl)c(C(F)(F)F)c4)cc2S3(=O)=O)CC1,3%,·,-23%
NC(=O)c1cc(N)ccc1N1CCCCC1,6%,8%,-15%
Cc1cccc(CSc2nc3c(c(=O)n2C)SCC3)c1,7%,10%,15µM*
CCOc1ccc(NC(=O)C(CC)n2nc(-c3ccc(C)c(C)c3)ccc2=O)cc1 (stereo not given),-4%,·,?
Cc1ccc(CN2CCS(=O)(=O)CC2)cc1,2%,-14%,2%
CSc1ccc(CCNC(=O)C2CCCN(S(=O)(=O)N3CCOCC3)C2)cc1 (stereo not given),4%,-10%,-18%

# Not all compounds are listed; count on the stated rates, not on these rows.
